Yfh1-off respiration: enhancers of respiration in Yfh1-depleted yeast, dose response, Friedreich's ataxia, plus single-dose screen (AID 1465) | S. cerevisiae Yfh1-off respiration, WST-1 reduction, 72 h; higher fold induction means a stronger effect | one-dose fold induction at 50 µM; EC50 in µM for titrated hits | actives 0.074% (n = 220,000);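 active means fold induction of absorbance versus untreated yeast above a set limit, then at least 30% activation at any dose in follow-up; inconclusive means repeats straddling the limit, or above it without dose testing; inactive means fold induction below the set limit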;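 further: activators that raise dye reduction in frataxin-depleted yeast; strong numbers were not always called active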
CSM14.1 death rescue: rescue of cells from ER stress-induced death, primary screen, 384-well, CSM14.1, thapsigargin, ATP luminescence (AID 1222). cellular ATP content (survival), % at 20 µM, or EC50 in µM where a hit was titrated. CSM14.1 thapsigargin-induced death rescue, ATP luminescence; higher % means a stronger effect. 190,000 tested, under 10 active;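 active means EC50 below 50 µM in the dose-response confirmation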;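 further: death triggered by thapsigargin at about 15 µM added after 2 h compound pretreatment; cell ATP read after overnight thapsigargin exposure of roughly 18 to 22 hours; normalized against plate controls of thapsigargin alone and 5% DMSO vehicle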
Large T inhibition: TAg ATPase/helicase activity blockers – biochemical (AID 1903) | SV40 large T antigen ATPase/helicase inhibition assay; higher % means a stronger effect | actives 0.39% (n = 310,000) | inhibition, % at 20 µM; hits with a dose series show IC50 in µM; in the data active means a potency from the dose series; inconclusive means inhibition mostly from about 32% at the one dose, without a potency; inactive means the rest, 99 in 100 with inhibition below about 32%; further: strong numbers were not always called active
NS5 inhibitors: Dengue-2 NS5 methyltransferase inhibitors, primary screen, biochemical, confirmation dose response (AID 588689); Dengue-2 NS5 methyltransferase capping enzyme assay, biochemical; higher % means a stronger effect; inhibition, % at 25 µM, or IC50 in µM where a hit was titrated; actives 0.3% (n = 340,000); in the data active means a potency from the dose series; inconclusive means inhibition above about 29% without an active follow-up result
RSV antiviral HEp-2: RSV antiviral activity via CPE protection, HEp-2 cells, primary 10 µM value included (AID 2391) | one-dose CPE inhibition, % at 10 µM; IC50 in µM for titrated hits | HEp-2 cells, RSV-induced CPE inhibition; higher % means a stronger effect | actives 0.13% (n = 310,000); in the data active means a potency from the dose series; inconclusive means CPE inhibition mostly from about 23% at the one dose, without a potency; inactive means the rest, 99 in 100 with CPE inhibition below about 21%; further: strong numbers were not always called active
K1F lysis inhibition: inhibition of K1F phage lysis, E. coli UTI89, bacterial capsule biogenesis inhibitors, alamar blue (AID 488966). E. coli UTI89 K1F phage lysis, alamar blue, 2 h; higher % means a stronger effect. inhibition, % at 100 µM; hits with a dose series show IC50 in µM. actives 0.02% (n = 340,000);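 active means phage lysis inhibition, versus mean bacterial control, above a set limit; inconclusive means no clear call, values can overlap the other calls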;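 further: capsule biogenesis inhibitors block K1F phage lysis so surviving cells raise fluorescence; higher fluorescence means more inhibition of phage lysis; actives were called in the ten point dose series up to 300 µM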
XIAP displacement: small molecules displacing peptide from XIAP – biochemical, IAP family, fluorescence polarization (AID 1018). actives 0.007% (n = 200,000). XIAP BIR domain, fluorescence polarization peptide displacement; higher % means a stronger effect. one-dose displacement, % at 20 µM; IC50 in µM for titrated hits; in the data active means displacement above about 50%; further: a part of the inactive calls stands beside numbers as strong as those of hits
West Nile virus CPE: inhibition of WNV-induced cytopathic effect – cell-based, CPE readout (AID 1621). West Nile virus-infected cells, CPE inhibition; higher % means a stronger effect. one-dose CPE inhibition, % at 10 µM; IC50 in µM for titrated hits. actives 0.02% (n = 290,000); in the data active means a potency from the dose series; inconclusive means CPE inhibition mostly from about 3.7% at the one dose, without a potency; inactive means the rest, 99 in 100 with CPE inhibition below about 2.2%; further: strong numbers were not always called active
WT yeast gro inh: growth inhibition of WT yeast, mitochondrial fusion screen; mitochondrial fusion phenotypic screen, WT strain; actives 2.1% (n = 190,000); inhibition, % at 10 µM; in the data active means inhibition above about 58%; tested in S. cerevisiae
WT yeast gro inh mutant strain: second read-out of WT yeast gro inh, no call of its own (marks repeat the call); inhibition, %; mitochondrial fusion phenotypic screen, mutant strain inhibition
NS5 inhibitors pilot replicate: second read-out of NS5 inhibitors, no call of its own (marks repeat the call); inhibition, %; measured here: pilot screen replicate inhibition
* = called active by the depositor; i = inactive; ? = inconclusive; . = not tested or not shown; [ ] = remark or other dose.

SMILES | Yfh1-off respiration | CSM14.1 death rescue | Large T inhibition | NS5 inhibitors | RSV antiviral HEp-2 | K1F lysis inhibition | XIAP displacement | West Nile virus CPE | WT yeast gro inh | WT yeast gro inh mutant strain | others
Cc1ccc2nc(C)cc(SCC(=O)N/N=C/c3ccco3)c2c1 | . | . | 19% | 0% | 1.6% | 0.1% | . | 1.0% | . | .
CSCCC(NC(=O)c1ccccc1Cl)C(=O)NC1CCN(Cc2ccccc2)CC1 (stereo unspecified) | . | . | -2% | 1% | 0.2% | 0.2% | . | -0.7% | . | .
CCN(Cc1ccccc1)c1ccc(/C=N/NC(=O)c2cccc(S(=O)(=O)N3CCOCC3)c2)cc1 | i | -4.1% | -4% | 3% | 1.4% | 0.6% | -2.8% | -0.1% | 6 | -22
CCOc1ccccc1OCCCC(=O)NCCc1ccc(S(N)(=O)=O)cc1 | . | . | 14% | -4% | 1.9% | -0.2% | . | -0.2% | . | .
CN(CC(=O)N1CCCc2c1c(=O)oc1ccc(O)cc21)Cc1ccccc1 | i | -1.8% | 0% | -1% | ? | 0.0% | -8.2% | 0.1% | -2 | -2 | NS5 inhibitors pilot replicate=2.7
O=C1CCCN1CCCNc1ccc2nnc(CCC(=O)N3CCN(c4ccccc4)CC3)n2n1 | . | . | 11% | 1% | 0.7% | 0.0% | . | -0.2% | . | .
COc1ccccc1C(=O)NCC(=O)NCC1(N2CCCCC2)CCCCC1 | . | . | 2% | 1% | -1.6% | -0.9% | . | . | . | .
C(=N\N1CCOCC1)/c1cccs1 | i | -2.2% | 13% | -5% | 1.0% | 0.9%[50 µM] | -10% | -0.7% | -7 | -6
COc1ccc(-c2cc(C(=O)NC3CCCC3)c3ccccc3n2)cc1 | . | . | 24% | -2% | 1.0% | 0.6% | . | -0.9% | . | .
CCN(CC)C1CCN(C(=O)c2cc(COc3ccccc3SC)on2)C1 (stereo unspecified) | . | . | . | 0% | -1.8% | 2.8% | . | 0.1% | . | .
CSc1ccc(/C=C(\NC(=O)c2ccco2)C(=O)N2CCCCC2)cc1 | . | . | 5% | -6% | 1.0% | 0.6%[50 µM] | . | -0.7% | . | .
Cc1ccc(N=C2C(=O)Nc3c(C)cccc32)cc1 | . | . | 22% | -11% | 0.7% | 0.9% | . | 0.2% | . | .
CCOC(=O)c1[nH]c(COC(=O)c2ccccc2NC(=O)c2ccco2)c(C(=O)OCC)c1C | i | -1.5% | 8% | -8% | 1.9% | 0.1% | -10% | -0.4% | 14 | 16
CC(C)NC(=O)c1ccc2c(c1)N(CC(=O)N1CCCC1)C(=O)C(C)(C)O2 | . | . | 4% | -4% | 0.5% | 0.0% | . | -1.1% | . | .
Cc1cc(N2C(=O)C3CC=CCC3C2=O)cc(C)c1Br (stereo unspecified) | i | -3.1% | -2% | 2% | 1.3% | -0.1% | -20% | -0.1% | 3 | -1
O=C(Nc1ccccc1)c1cccc(=O)o1 | i | . | -7% | -5% | . | 2.3% | . | 0.2% | . | .
CC(C)CC(CC(C)C)=NNC(=O)c1ccc2c(c1)OCO2 | i | -0.5% | 22% | -5% | -1.7% | 0.2% | -1.4% | 0.0% | -6 | 35
O=S(=O)(Cc1ccccc1)N1CCCCCC1 | i | -1.4% | 10% | -2% | 0.8% | 1.9% | -2.9% | 0.1% | 28 | 2
N#Cc1c(SC(C(=O)O)c2ccccc2)nc2c(c1-c1cccs1)CCCC2 (stereo unspecified) | i | . | 23% | 39µM* | 3.6% | -0.4% | . | 0.3% | . | .
Cc1nc(N2CCOCC2)c2c(C)c(C(=O)Nc3ccccc3C(F)(F)F)sc2n1 | i | -1.2% | 11% | -4% | -1.6% | -0.1% | -3.7% | 0.6% | 20 | -28
CCCC1Cc2[nH]c(=O)c(C#N)cc2CO1 (stereo unspecified) | i | . | 14% | -2% | 3.1% | -0.1% | . | 0.5% | . | .
Cc1cc(C)cc(NC(=O)c2sc3nc(C)cc(C)c3c2N)c1 | . | . | 4% | -9% | 2.8% | -1.0% | . | 0.2% | . | .
CC(NC(=O)Cc1ccc(Br)cc1)c1ccccc1 (stereo unspecified) | . | . | 21% | 1% | 0.8% | 0.1% | . | -0.9% | . | .
O=C(O)COc1ccc(C(NC(=O)c2c(F)cccc2F)NC(=O)c2c(F)cccc2F)cc1 | . | . | -24% | 2% | -0.4% | 0.3% | . | -0.1% | . | .
O=C(NCc1ccccc1)c1nc[nH]c1C(=O)NCc1ccccc1 | i | 1.2% | 6% | -15% | 2.9% | 0.5% | -2.8% | -0.8% | -12 | -5
S=C(NCCN(C1CCCCC1)C1CCCC1)Nc1cccc(Cl)c1 | . | . | 12% | -3% | -3.6% | 0.0% | . | ? | . | .
Cc1nn(-c2ncc(C(F)(F)F)cc2Cl)c(=O)n1-c1cccc(Cl)c1 | . | 1.5% | -3% | -3% | 1.0% | 5.4% | -8.7% | . | 3 | -13
Cn1c(=O)n(C)c2cc(S(=O)(=O)N3CCCCC3)ccc21 | . | . | 7% | -7% | 4.8% | 1.3% | . | -0.8% | . | .
CC(=O)c1cccc(NC(=O)N2CCC(c3nnc(SCC(N)=O)n3C)CC2)c1 | i | -0.8% | 0% | -10% | 0.9% | 4.6% | -7.9% | 0.3% | -1 | -12
Cc1ccc(S(=O)(=O)N(CC(=O)N2CCC(C)CC2)Cc2ccccc2F)cc1 | i | -1.0% | 2% | -5% | . | 2.9% | -2.4% | 0.0% | 22 | 16
COc1ccc(OC)c(S(=O)(=O)N(C)CC(=O)Nc2ccccc2OC)c1 | i | -1.7% | 1% | 2% | 1.3% | 0.8% | -5.3% | 0.0% | 6 | 12
Oc1c(Br)cc(Br)cc1C=Nc1ccc2c(c1)OCCO2 | i | 1.7% | ? | 1% | 4.7% | -0.6% | -15% | 1.5% | 10 | 21
Cc1c(NC(=S)Nc2ccc(Cl)cc2)c(=O)n(-c2ccccc2)n1C | i | -0.5% | 0% | -6% | 2.8% | -0.7% | -4.3% | -0.1% | -7 | -11
CCC(NC(=O)c1ccccc1NC(=O)c1ccco1)C(=O)NNC(=O)c1ccc(OC)cc1 (stereo unspecified) | i | -2.4% | 6% | 5% | 0.7% | 0.1% | -1.6% | 0.6% | -6 | 2
Cc1ccc(C2NC(=S)NC3=C2C(=O)CC(C)(C)C3)cc1 (stereo unspecified) | i | -3.6% | 22% | -7% | 2.8% | 2.8% | -7.1% | -0.4% | -11 | -4
CC(C)(C)n1nnnc1C(c1ccccc1F)N1CCN(C(=O)c2ccco2)CC1 (stereo unspecified) | . | . | 4% | -4% | 2.5% | 0.2% | . | -0.7% | . | .
CCOc1cc(/C=N/n2cnnc2)ccc1OS(=O)(=O)c1ccccc1 | i | -1.0% | 18% | 6% | 3.3% | 0.1% | -3.0% | -0.7% | -1 | 8
CCN(Cc1nc(-c2ccccc2)no1)C(=O)c1ccco1 | . | . | 1% | -4% | 2.1% | 0.3% | . | -0.8% | . | .
O=C1c2ccccc2NC2(CCCC2)N1N=C1CCCC1 | i | 2.4% | 5% | 0% | 2.1% | -0.1% | -7.7% | -0.5% | -11 | 7
Cc1ccc(NC(=O)C2=C(O)c3ccccc3N(C)S2(=O)=O)cc1 | i | -2.0% | 3% | 4% | 0.8% | 0.1% | -4.6% | 0.0% | 1 | -8
COc1cccc(CNC(=O)C2CCN(S(=O)(=O)c3ccc4c(c3)CC(C)N4C(=O)C3CC3)CC2)c1 (stereo unspecified) | . | . | -20% | -2% | 6.2% | 0.2% | . | -0.1% | . | .
O=C(O)CC1(CC(=O)Nc2ccccc2Br)CCCC1 | . | . | 11% | -1% | 1.3% | 1.5% | . | . | . | .
COc1cc(OC)cc(C(=O)NNC(=O)NC2CCCCC2)c1 | i | 7.9% | 3% | 0% | 0.0% | -0.2% | -21% | 0.5% | -1 | 17
CCOC(=O)c1c(NC(C)=O)sc2c1CCC(C=O)=C2Sc1ccccc1 | i | -2.2% | 20% | 6% | ? | 0.2% | -0.3% | 0.7% | 0 | 4
CN1CCc2c(sc3c2C(=O)NC(c2ccc(-c4ccc(Cl)cc4)o2)N3)C1 (stereo unspecified) | i | . | 9% | . | 11% | . | . | -0.2% | . | .
CC1(C(=O)OCC(=O)Nc2ccc3ccccc3c2)CC1(Cl)Cl (stereo unspecified) | i | -0.9% | 11% | -7% | ? | -0.4% | -2.6% | 0.7% | 66* | 58*
CC(C)CCC(C)NC(=O)c1ccc2nccnc2c1 (stereo unspecified) | i | -2.3% | 4% | -12% | 0.7% | 0.5% | -5.9% | -0.3% | -2 | -7
O=C(CSc1ncnc2c1oc1ccccc12)N1CCCc2ccccc21 | i | -1.7% | 3% | 1% | -0.9% | 0.0% | -2.9% | -0.9% | 42 | 6

Sorted by SMILES length (lowest first): some entries from above.
SMILES | Yfh1-off respiration | CSM14.1 death rescue | Large T inhibition | NS5 inhibitors | RSV antiviral HEp-2 | K1F lysis inhibition | XIAP displacement | West Nile virus CPE | WT yeast gro inh | WT yeast gro inh mutant strain | others
CC(C)CCC(C)NC(=O)c1ccc2nccnc2c1 (stereo unspecified) | i | -2.3% | 4% | -12% | 0.7% | 0.5% | -5.9% | -0.3% | -2 | -7
O=C1c2ccccc2NC2(CCCC2)N1N=C1CCCC1 | i | 2.4% | 5% | 0% | 2.1% | -0.1% | -7.7% | -0.5% | -11 | 7
CC1(C(=O)OCC(=O)Nc2ccc3ccccc3c2)CC1(Cl)Cl (stereo unspecified) | i | -0.9% | 11% | -7% | ? | -0.4% | -2.6% | 0.7% | 66* | 58*
CCOc1cc(/C=N/n2cnnc2)ccc1OS(=O)(=O)c1ccccc1 | i | -1.0% | 18% | 6% | 3.3% | 0.1% | -3.0% | -0.7% | -1 | 8

The listing continues:
SMILES | Yfh1-off respiration | CSM14.1 death rescue | Large T inhibition | NS5 inhibitors | RSV antiviral HEp-2 | K1F lysis inhibition | XIAP displacement | West Nile virus CPE | WT yeast gro inh | WT yeast gro inh mutant strain | others
COc1cc(OC)cc(C(=O)NNC(=O)c2cc3c(s2)CCCC3)c1 | i | -0.8% | 0% | -7% | 1.9% | -1.0% | -22% | -0.3% | 3 | 3
COC(=O)C(NS(=O)(=O)c1ccc(NC(C)=O)cc1)C(C)C (stereo unspecified) | i | 1.3% | 2% | -3% | 1.3% | 0.1% | -2.4% | -0.4% | 19 | 24
CC(=O)OC(C)(CCC(C)(OC(C)=O)C(C)=O)C(C)=O (stereo unspecified) | i | -1.1% | -1% | 3% | . | 0.3% | -0.9% | 0.2% | -6 | -10
O=C(NC(=S)NCCC1=CCCCC1)c1cccnc1 | i | 6.9% | 12% | -4% | 4.9% | -0.1% | -2.1% | -0.1% | 44 | 38
NC(=O)c1cc(NC(=O)CCNS(=O)(=O)c2cccc(C(F)(F)F)c2)cc(C(N)=O)c1 | . | . | 20% | -8% | -0.4% | -0.7% | . | 0.1% | . | .
COCCc1nc2ccc(C(=O)N(C)Cc3cccc(-n4cccn4)c3)cc2o1 | . | . | 4% | -2% | 1.6% | 1.8%[50 µM] | . | -0.4% | . | .

Rows were taken by chance; about 2.2% have a hit in one of these screens.
